LYPLA1 counter: counter-screen for PME1 inhibitors: inhibitors of human LYPLA1; recombinant LYPLA1, FP-Rh probe fluorescence polarization; inhibition, % at 5.9 µM; 320,000 compounds, 0.16% hits;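 active = inhibition above the mean of all tested compounds plus 3 SD, set per campaign, cut at about 14% in these data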;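 also: inhibitors block serine hydrolase probe labeling of LYPLA1 so polarization falls; 0% = enzyme with DMSO and 100% = wells lacking LYPLA1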
PAFAH1B2 inh: blocks human PAF acetylhydrolase 1b catalytic subunit 2; P68402; recombinant PAFAH1B2, FP-rhodamine activity probe, fluorescence polarization; inhibition, % at 3.39 µM; 340,000 compounds, 1.2% hits; AID 492953;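 active = inhibition above the mean of all tested compounds plus 3 SD, cut at about 24% in these data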;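 also: 0% = enzyme with DMSO and 100% = wells lacking PAFAH1B2; many of its hits are not listed in these tables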
PAFAH1B3 FP inh: inhibitors of human PAFAH1B3. 340,000 compounds, 0.28% hits. AID 492972. recombinant PAFAH1B3, FP-rhodamine probe, fluorescence polarization. Q15102. inhibition, % at 3.39 µM;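 active = inhibition above the screen-wide average of all tested compounds plus 3 SD, cut at about 25% in these data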;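 also: 0% = enzyme with DMSO only and 100% = wells lacking PAFAH1B3 protein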
Target sequence (Q15102 whole entry, looked up): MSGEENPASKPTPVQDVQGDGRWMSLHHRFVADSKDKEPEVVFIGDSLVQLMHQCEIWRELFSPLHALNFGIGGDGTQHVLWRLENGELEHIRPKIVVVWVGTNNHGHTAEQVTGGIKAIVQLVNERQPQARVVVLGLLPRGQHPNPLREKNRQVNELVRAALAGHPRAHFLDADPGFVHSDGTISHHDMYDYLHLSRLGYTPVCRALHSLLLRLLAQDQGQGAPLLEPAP
PAD4 FP inh: PAD4 (human) enzyme inhibition | AID 485272 | 330,000 compounds, 0.41% hits | recombinant PAD4, RCA probe fluorescence polarization | inhibition, % at 6.36 µM;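 active = percent inhibition above a cutoff equal to the mean of all tested compounds plus 3 SD, cut at about 15% in these data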;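 also: 0% = PAD4 with RCA probe and DMSO and 100% = probe without PAD4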
PREPL inhibitor: human PREPL enzyme inhibition. AID 2751. recombinant PREPL, fluorescence polarization activity-based probe. inhibition, % at 5.96 µM. 320,000 compounds, 0.68% hits. Q4J6C6; in the data active = inhibition above about 43%;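 also: 0% = enzyme with DMSO and 100% = wells lacking enzyme; many of its hits are not listed in these tables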
Target sequence (Q4J6C6 whole entry, looked up): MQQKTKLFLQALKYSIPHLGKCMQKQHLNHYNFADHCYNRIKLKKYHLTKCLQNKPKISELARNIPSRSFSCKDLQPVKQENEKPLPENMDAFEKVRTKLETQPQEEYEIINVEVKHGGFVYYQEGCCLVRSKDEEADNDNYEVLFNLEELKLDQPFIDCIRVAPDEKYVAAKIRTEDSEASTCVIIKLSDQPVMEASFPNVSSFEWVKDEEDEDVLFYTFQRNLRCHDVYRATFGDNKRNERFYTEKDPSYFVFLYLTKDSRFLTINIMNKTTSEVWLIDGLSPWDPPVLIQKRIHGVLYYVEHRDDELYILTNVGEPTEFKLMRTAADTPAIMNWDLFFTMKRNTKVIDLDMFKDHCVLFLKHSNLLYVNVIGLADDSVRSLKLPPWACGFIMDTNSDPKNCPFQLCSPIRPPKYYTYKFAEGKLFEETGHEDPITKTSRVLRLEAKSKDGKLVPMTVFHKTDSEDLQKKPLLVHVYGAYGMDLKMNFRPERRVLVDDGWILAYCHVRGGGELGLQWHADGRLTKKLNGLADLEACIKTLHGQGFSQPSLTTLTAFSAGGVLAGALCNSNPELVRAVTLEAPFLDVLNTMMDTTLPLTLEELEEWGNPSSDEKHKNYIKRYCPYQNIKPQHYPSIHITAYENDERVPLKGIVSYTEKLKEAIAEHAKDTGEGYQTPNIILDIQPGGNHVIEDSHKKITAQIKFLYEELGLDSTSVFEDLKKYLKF
PME-1 inh: blocks human protein phosphatase methylesterase 1; recombinant PME-1, FP-Rh probe fluorescence polarization; inhibition, % at 5.9 µM; 320,000 compounds, 0.53% hits;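 active = inhibition above the campaign mean of all compounds plus 3 SD, cut at about 26% in these data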;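 also: competitive labeling of PME-1 active site by serine hydrolase directed probe; 0% = PME-1 with DMSO and 100% = wells lacking PME-1 enzyme; inhibitors block probe labeling so polarization falls and inhibition rises; many of its hits are not listed in these tables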
pPAFAH inh: pPAFAH (human) enzyme inhibition | Q13093 | recombinant pPAFAH, FP-rhodamine probe fluorescence polarization | inhibition, % at 3.39 µM | 330,000 compounds, 1.5% hits | AID 463082;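 active = inhibition above the mean inhibition across the screen plus 3 SD, cut at about 25% in these data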;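 also: inhibitors block binding of the rhodamine activity-based probe so polarization drops; 0% = enzyme with DMSO and 100% = wells lacking pPAFAH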
GSTO1 counter: counter-screen for RBBP9 inhibitors: inhibitors of human GSTO1 | P78417 | recombinant GSTO1, activity-based probe fluorescence polarization | inhibition, % at 5.96 µM | 300,000 compounds, 1.1% hits | AID 1974;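 active = inhibition above the campaign mean inhibition plus 3 SD, cut at about 35% in these data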;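 also: 0% = GSTO1-1 with DMSO and 100% = wells lacking GSTO1-1 enzyme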
LYPLA2 counter: LYPLA2 (human) inhibition in PME1 counter-screen | inhibition, % at 5.9 µM | recombinant LYPLA2, FP-Rh probe fluorescence polarization | O95372 | 320,000 compounds, 0.38% hits;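 active = inhibition above the screen-wide mean plus 3 SD, limit set per campaign, cut at about 26% in these data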;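 also: 0% = LYPLA2 with DMSO and 100% = wells lacking LYPLA2 enzyme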
An asterisk follows results filed as active; nt = not tested or not shown.

SMILES | LYPLA1 counter | PAFAH1B2 inh | PAFAH1B3 FP inh | PAD4 FP inh | PREPL inhibitor | PME-1 inh | pPAFAH inh | GSTO1 counter | LYPLA2 counter
CC(/C=N/NC(=O)c1nn(C)c(C)c1Br)=C\c1ccccc1 | -1 | -1 | 5 | -3 | 9 | 1 | -3 | -2 | 0
COc1ccccc1-c1ocnc1C(=O)N1CCN(S(=O)(=O)c2ccc(NC(C)=O)cc2)CC1 | 0 | -4 | 5 | -3 | 2 | -1 | 2 | 4 | -4
Brc1ccccc1-c1nnc2sc(-c3ccc4c(c3)OCCO4)nn12 | -3 | 2 | -3 | 0 | -10 | -115 | -3 | -7 | -3
NC(=O)CC(NC(=O)c1cccc(Br)c1)c1ccc(N2CCC(N3CCCC3)CC2)c([N+](=O)[O-])c1 (configuration not stated) | 1 | 7 | 2 | 1 | 15 | -5 | 5 | 1 | -1
Cc1cc(C(=O)N/N=C/c2c(C)n(C)c3ccccc23)n[nH]1 | -3 | 2 | -9 | -3 | 15 | -1 | 0 | 6 | 3
Cc1nc(NS(=O)(=O)c2ccccc2)sc1C(C)(C)C | -2 | 11 | 0 | 2 | 7 | 3 | 1 | 4 | 9
O=C(C1COc2ccccc2O1)N1CCN(c2ccccc2O)CC1 (configuration not stated) | -2 | 1 | 1 | 4 | 14 | 10 | 4 | nt | 2
Cc1ccc2oc(C(=O)N3CCN(Cc4nccn4C)CC3)c(C)c2c1 | 4 | 1 | 11 | -5 | 9 | 4 | 4 | 0 | 11
CC(=O)c1cc(-c2ccc(F)cc2)n(CCC(=O)Nc2cccnc2)c1C | -5 | 2 | 5 | 0 | 5 | 4 | 3 | 0 | -1
COC(=O)c1cc(NC2c3ccccc3C(=O)N2c2cccnc2)cc(C(=O)OC)c1 (configuration not stated) | -1 | 4 | -7 | -2 | -6 | 0 | -1 | -4 | 1
Cc1cc(C(=O)NCc2ccc(S(N)(=O)=O)cc2)ccc1[N+](=O)[O-] | -4 | 1 | 6 | -7 | 5 | 2 | 3 | -2 | -3
CCOC(=O)CSc1nnc(NC(=O)c2ccc3c(c2)OCO3)s1 | -3 | 2 | 2 | 3 | -4 | 1 | 0 | 1 | 3
CCCn1c(SCC(=O)NCC(=O)Nc2ccc(F)c(F)c2F)nc2ccccc2c1=O | 0 | -2 | -5 | 5 | 1 | 1 | -2 | nt | -2
C=CCNCC#CCOc1ccc(OC)cc1 | 3 | 4 | 2 | 2 | 19 | 2 | 3 | -5 | 1
O=C(NCCCN=C1NS(=O)(=O)c2ccccc21)c1ccc(S(=O)(=O)N2CCOCC2)cc1 | 0 | 18 | -2 | 2 | 17 | 1 | 1 | -2 | 3
CCn1cnc2c1c(=O)n(CC(=O)Nc1ccc3c(c1)OC(F)(F)O3)c(=O)n2Cc1ccccc1 | -14 | -6 | -10 | 1 | 17 | -10 | 9 | -11 | -22
CCCOP(=O)(c1ccc(N(C)C)cc1)C(O)c1ccc(Cl)cc1Cl (configuration not stated) | 0 | 6 | 8 | -5 | 19 | 2 | 9 | 4 | -1
CC(C)(C)C1=C(C#N)C(c2ccc3c(c2)OCO3)C(C#N)=C(N)O1 (configuration not stated) | -1 | -1 | 11 | 3 | 15 | -8 | 2 | 18 | 0
COC(=O)c1ccc(N2CCOCC2)c(NC(=O)c2ccc3c(c2)OCO3)c1 | 1 | 2 | 6 | -4 | -9 | -4 | 2 | -5 | -1
CCCCNC(=O)c1ccc(CS(=O)(=O)c2ccc(OC)cc2)o1 | -3 | 3 | 12 | -3 | 1 | 6 | 0 | -6 | -5
O=c1[nH]c(CN2CCN(S(=O)(=O)/C=C/c3ccccc3)CC2)nc2cc(Cl)ccc12 | 0 | -1 | -3 | -1 | 2 | 12 | 6 | -1 | 19
CNc1nc2cccnc2s1 | -1 | 5 | 1 | -1 | -2 | 0 | -3 | 1 | -5
COc1ccc(N=Cc2sc(O)c3ccccc23)cc1 | -8 | 2 | 10 | -8 | 43 | 20 | 12 | -1 | 3
COC(C[C@H]1O[C@@H]1C(=O)[C@H](C)OCc1ccccc1)OC | -4 | 2 | 9 | 2 | -4 | -1 | 6 | 8 | 2

Among those listed so far, these contain a tert-butyl group:
SMILES | LYPLA1 counter | PAFAH1B2 inh | PAFAH1B3 FP inh | PAD4 FP inh | PREPL inhibitor | PME-1 inh | pPAFAH inh | GSTO1 counter | LYPLA2 counter
Cc1nc(NS(=O)(=O)c2ccccc2)sc1C(C)(C)C | -2 | 11 | 0 | 2 | 7 | 3 | 1 | 4 | 9
CC(C)(C)C1=C(C#N)C(c2ccc3c(c2)OCO3)C(C#N)=C(N)O1 (configuration not stated) | -1 | -1 | 11 | 3 | 15 | -8 | 2 | 18 | 0

More results
SMILES | LYPLA1 counter | PAFAH1B2 inh | PAFAH1B3 FP inh | PAD4 FP inh | PREPL inhibitor | PME-1 inh | pPAFAH inh | GSTO1 counter | LYPLA2 counter
Cc1ccc2nsnc2c1S(=O)(=O)N1CCN(C(=O)C2CCCO2)CC1 (configuration not stated) | 3 | 1 | 4 | -1 | -2 | -1 | 4 | -3 | 8
O=C(N/N=C/c1ccsc1)C1CC1 | -2 | 1 | 15 | 1 | 2 | 6 | 2 | 4 | -4
O=C(CCC(=O)OCC(=O)c1ccc(Br)cc1)Nc1ccc(Br)c2cccnc12 | -3 | 10 | 7 | -10 | 5 | 2 | -4 | -1 | 6
C#CCNc1cc(C)nc2ncnn12 | 0 | -1 | -6 | 1 | 14 | -5 | 51* | 7 | 1
COc1cccc(-c2ccc(-c3noc(-c4cccs4)n3)c(OC)n2)c1 | -1 | 0 | -4 | -1 | -13 | -2 | 1 | 2 | -3
CC(C)c1nnc(NC(=O)c2ccc(N3C(=O)CCC3=O)cc2)s1 | 11 | -2 | 4 | 5 | 2 | 3 | -3 | -2 | 6
COCCOC(=O)C1=C(C)NC2=C(C(=O)CC(C)(C)C2)C1c1cc2c(cc1Br)OCO2 (configuration not stated) | 5 | 9 | 10 | 0 | 5 | -5 | -2 | 0 | 4
Cc1cc(C)nc(SCc2nnc(SCC(=O)Nc3cc(C(F)(F)F)ccc3Cl)o2)n1 | 2 | 19 | 0 | 1 | 22 | 4 | 1 | 14 | 1
NC(=O)c1ccsc1NC(=O)COC(=O)C1=NNC(=O)CC1 | -1 | 1 | -3 | 1 | 9 | 2 | 1 | nt | -2
O=C(COC(=O)c1cnccn1)c1ccc2ccccc2c1 | -3 | 2 | 5 | 0 | -10 | -1 | -1 | 2 | 0
COc1ccc(CCN2CC(C(=O)N(C)Cc3ccc(C)o3)CCC2=O)cc1 (configuration not stated) | -3 | -3 | 2 | 6 | 7 | -2 | 1 | -2 | 0
CC(O)(CS(=O)(=O)Cc1ccccc1)C(=O)Nc1cccc(C(F)(F)F)c1 (configuration not stated) | 1 | 6 | 11 | 1 | 7 | -3 | 1 | -3 | -6
O=C(CN(Cc1cccs1)C(=O)c1csnn1)NC1CCCC1 | 2 | -4 | -4 | 4 | 1 | 0 | 0 | 3 | 5
COc1ccc(/C(C)=N\NC(=O)CNC(=O)C(c2ccccc2)c2ccccc2)cc1OC | -3 | 5 | 8 | -9 | 7 | 1 | 1 | 5 | 2
Clc1ccccc1C1CC(c2ccccc2)=Nc2ccccc2N1 (configuration not stated) | -4 | 2 | 4 | -5 | 3 | 0 | 8 | 8 | -1
O=C(COc1ncnc2ccccc12)Nc1cc(S(=O)(=O)N2CCOCC2)ccc1Cl | -4 | 9 | 2 | 3 | 2 | 5 | 1 | -1 | -3
CC1Cc2ccccc2N1C(=O)CSc1ncccn1 (configuration not stated) | 3 | 2 | -4 | -5 | -5 | 5 | 11 | -4 | 10
CC(C)(C)c1ccc(C(=O)NCCCNC(=O)c2ccccn2)cc1 | -1 | 20 | -1 | -1 | 3 | -5 | 2 | 5 | -1
CCN1CCCC1CNC(=O)c1ccccc1Cl (configuration not stated) | -1 | 1 | -7 | -4 | -22 | 0 | 0 | -6 | -1
Cc1cc(C(=O)NC(=S)Nc2cccc(NC(=O)C(C)C)c2)ccc1[N+](=O)[O-] | -1 | 5 | -4 | -3 | 12 | 19 | 2 | 2 | 11
O=C(c1cc(S(=O)(=O)N2CCOCC2)c(Cl)cc1Cl)N1CCN(S(=O)(=O)c2cccc(F)c2)CC1 | nt | 3 | 13 | -1 | -2 | nt | 1 | nt | nt
Cc1ccc(N=Cc2c(C)[nH]n(-c3ccccc3)c2=O)nc1 | 1 | 3 | 4 | -12 | 20 | 3 | 4 | -12 | 1
O=C(O)C1=C(C(=O)N2CCN(C(=O)c3ccco3)CC2)CCCC1 | 1 | 0 | 6 | 3 | 2 | 1 | 3 | 0 | 3
CCN(CC)c1ccc(/C=N/Nc2nn[nH]n2)cc1 | 0 | 3 | 1 | 0 | -5 | -2 | 1 | 23 | 5
CCOc1ccc(NC(=O)c2cccc(-n3cnnn3)c2)cc1 | -1 | 2 | -1 | -9 | 12 | -10 | -8 | 1 | -1
Cc1nnc2n(c1=O)C(CS(=O)(=O)c1ccc3ccccc3c1)CS2 (configuration not stated) | 1 | 1 | 6 | -3 | 7 | 0 | 5 | 2 | 6
CSCCC1NC(=O)N(CC(=O)Nc2ccc(Cl)c(S(=O)(=O)N3CCOCC3)c2)C1=O (configuration not stated) | nt | 5 | 6 | 3 | 9 | nt | 0 | nt | nt
O=C(CN1CCN(S(=O)(=O)c2ccc(F)cc2)CC1)Nc1ccc2c(c1)OCO2 | 1 | 1 | -4 | -6 | -19 | 4 | 3 | 7 | 8
CCCCCCCC[n+]1cccc(C(=O)N2c3c(nc(N)[nH]c3=O)NC(C)C2C)c1 (configuration not stated) | 4 | 1 | 4 | -5 | 5 | -3 | -1 | -2 | 6
O=C(NNC(=O)C1CCCO1)c1ccc(Cl)cc1 (configuration not stated) | -2 | 10 | 5 | -2 | -5 | -2 | 3 | -6 | 2
COc1ccc(Cl)cc1NC(=O)c1nnn(CC(=O)Nc2ccc(C)c(C)c2)c1N | -7 | -7 | -7 | -5 | -18 | -14 | 5 | -11 | -20
CCn1c(CNC(=O)c2ccc(OC)cc2)nnc1SC | -4 | 6 | 5 | 7 | 8 | -10 | -11 | 3 | -1
COc1ccc(OCC(=O)N/N=C(\C)c2cccs2)cc1 | 3 | 1 | 0 | -3 | 2 | -7 | -5 | 10 | -9
COc1ccc2c(c1)c([C@@H]1[C@H](C)[C@H]3CCCC[C@H]3CN1S(=O)(=O)c1ccc(C)cc1)cn2C | nt | 5 | 3 | -6 | nt | nt | 2 | nt | nt
O=C(OCc1nc2ccccc2s1)c1ccc([N+](=O)[O-])o1 | 0 | 1 | -2 | -8 | -28 | 0 | 2 | 22 | 14
CCN(CC(=O)Nc1ccccc1C(F)(F)F)C(=O)CSCc1c(C)noc1C | -5 | -2 | 5 | -2 | -4 | 1 | 2 | -6 | -6
CSc1ccc(CCNC(=O)c2ccc(CS(=O)Cc3ccccc3Cl)o2)cc1 (configuration not stated) | -1 | 4 | 5 | -4 | -1 | -4 | 7 | -1 | 2
CCc1nc(CN(C)C(=O)C2CCC(=O)N(CCc3cccc(F)c3)C2)no1 (configuration not stated) | -4 | 5 | -7 | -1 | 0 | 4 | 2 | -2 | 2
Cc1ccc(NC(=O)CSCC(=O)N2CCN(C(=O)c3ccco3)CC2)cc1 | 1 | 5 | -5 | 0 | 0 | 3 | 4 | nt | 0
CCCCN=Cc1c(C)[nH]n(-c2ccccc2)c1=S | -1 | 10 | 6 | -7 | 2 | 0 | 5 | 15 | 1

High-throughput results deposited in PubChem BioAssay by The Scripps Research Institute Molecular Screening Center.

Only part of the results is shown; the hit share may differ from the screen's.
